# From PubChem
# HCV inhibitor = blocks hepatitis C virus | Huh7.5.1 HCVcc-Cre infection, luciferase reporter, 44 h | Potency, µM (series often up to 41.8 µM), without a hit: at the top dose activity change, negative = inhibition, hits mostly inhibitors | 340,000 tested, 3.4% active | AID 651820; further: potency means the concentration at half of the fitted maximal effect; on the % scale 0 is the no-effect control and ±100 the full control effect
#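 Seed cells (1,000/well) for 4 h; treat with compound and infect with HCVcc-Cre, moi about 0.5. Incubate 44 h, then detect luciferase activity.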
# CHX counter = counter-screen for Shiga toxin inhibitors: cycloheximide protein synthesis inhibition; cell reporter, cycloheximide protein synthesis inhibition counterscreen; max response, %; 300,000 tested, 12% active; AID 2314; in the data active means max response mostly above about 13%, no sharp cut-off; inactive means mostly below about 14%; further: read at 38.3 µM for the half of the compounds with a filed dose; 0% is about no effect
# Pf growth 48h = inhibits P. falciparum growth in the first generation, 48 h | P. falciparum luciferase growth in erythrocytes, 48 h | Potency, µM (top dose mostly 28.7 µM), inactives show at the top dose activity change, negative = inhibition, most hits filed as inhibitors | 310,000 tested, 5.9% active | AID 504832; further: potency means the concentration at half of the fitted maximal effect; on the % scale 0 is the no-effect control and ±100 the full control effect
#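 First compound was added to culture medium, then infected red cells at 0.1% parasitemia and 2% hematocrit (final). After incubation at 37 C under 5% CO2, luciferase detection reagent was dispensed and light output recorded.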
# Shiga toxin inh = blocks Shiga toxin action in Vero cells | Vero cells, Shiga toxin protein synthesis inhibition reporter | inhibition, % at 38.7 µM | 290,000 tested, 9.2% active; in the data active means inhibition mostly above about 28%, no sharp cut-off; inactive means mostly below about 43%; further: 0% is about no effect
# FBPA Giardia inh = blocks Giardia fructose-bisphosphate aldolase activity; A8B2U2; purified Giardia FBPA; Potency, µM (highest dose often 59.6 µM), inactives show at the top dose activity, negative = inhibition, most hits filed as inhibitors; 290,000 tested, 0.71% active; AID 2451; further: potency means the concentration at half of the fitted maximal effect; on the % scale 0 is the no-effect control and ±100 the full control effect; nearly all actives have a fitted effect of over 55% in size
# Target sequence (A8B2U2 whole entry, looked up): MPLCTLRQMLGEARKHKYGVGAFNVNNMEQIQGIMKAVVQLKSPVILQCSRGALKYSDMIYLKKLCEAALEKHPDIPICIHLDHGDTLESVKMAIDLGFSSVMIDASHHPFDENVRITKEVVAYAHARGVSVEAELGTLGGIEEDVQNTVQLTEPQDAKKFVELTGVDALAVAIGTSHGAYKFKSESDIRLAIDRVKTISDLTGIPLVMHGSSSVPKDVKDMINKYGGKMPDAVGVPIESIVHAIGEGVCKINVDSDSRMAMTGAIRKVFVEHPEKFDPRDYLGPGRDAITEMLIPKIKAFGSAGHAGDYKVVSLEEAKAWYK
#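 40 nM FBPA preincubated 10 min at RT with compound (up to 57.5 uM final), then substrate plus GAPDH/TPI/NAD/arsenate coupling and diaphorase/resazurin added. Fluorescence read after 20 min at RT, 525/598 nm.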
# Pf growth 96h = P. falciparum growth inhibition at 96 hours; Potency, µM (titrated, usually from 28.7 µM), for inactives: at the top dose activity change, negative = inhibition, actives largely listed as inhibitors; 320,000 tested, 6.9% active; AID 504834; P. falciparum luciferase reporter growth, 96 h; further: potency means the concentration at half of the fitted maximal effect; on the % scale 0 is the no-effect control and ±100 the full control effect
#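 Cell-based qHTS: luciferase-tagged P. falciparum in erythrocytes (2% hematocrit, 0.05% parasitemia final) incubated with compounds for 96 hours, 37 C, 5% CO2; luciferase detection reagent then added and luminescence measured.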
# * marks the source's active call; other numbers are inactive results; i = inactive; ? = inconclusive; . = no result given; [ ] = remark or other dose. Unless noted, the call rests on the fitted dose curve; in most records, active means well fitted curve in the direction sought with a large enough effect; inconclusive means small, poorly fitted or top-dose-only effect, or another doubt; inactive means no such curve, though single readings can be large; an effect the other way counts as inactive or inconclusive.
SMILES,HCV inhibitor,CHX counter,Pf growth 48h,Shiga toxin inh,FBPA Giardia inh,Pf growth 96h
O=C(CN1CCCC1)Nc1cccc(Cl)c1,-7%,0,27%,-6,-7%,1%
CCN(CC)S(=O)(=O)c1ccc2[nH]c(=O)cc(C(=O)N(C)C3CCS(=O)(=O)C3)c2c1 (stereo unspecified),0%,.,-20%,.,.,-24%
CCCCn1c(=O)c(C(=O)Nc2cnccn2)c(O)c2ccccc21,18%,9,2%,-3,9%,.
C=CCN1C(=O)C(C)(C)N(C(C)=O)c2ccccc21,5%,-2,-5%,-10,-3%,?
CCCCN(CC)C(=O)CSc1nc2ccccc2c(=O)n1CC1COc2ccccc2O1 (stereo unspecified),10µM*,-5,1%,-4,1%,?
COc1ccc(C(=O)CCNc2ccc(C)c(Cl)c2)cc1,-4%,-2,4%,25,4%,47%[activator]
Clc1ccc(NCc2nncn2-c2ccccc2)cc1,-7%,10,19%,-4,-5%,23%
O=[N+]([O-])c1cccc(-c2nc(-c3ccccc3)no2)c1,-30%,16,264%[activator],49*,-3%,-65%
COc1ccccc1CNC(=O)C1CSC2(C)CCC(=O)N12 (stereo unspecified),15%,.,?,.,.,?
O=c1c2ccccc2c(-c2cccc(C(F)(F)F)c2)nn1-c1ccccc1,8%,-4,?,-4,-10%,9.3µM*
C=C1C(=O)O[C@@H]2[C@H]1CC[C@H](C)[C@]1(O)CCC(=O)[C@@]21C,?,21*,7%[0.00184 µM],48,-1%,0%
Cc1ccc(/C=C2\CC(C)CC3=C2NC(=S)NC3c2ccc(C)cc2)cc1 (stereo unspecified),?,-3,?,-9,1%,?
O=C1c2ccccc2C(Nc2ccccc2)N1Cc1ccc2c(c1)OCO2 (stereo unspecified),?,8,?,-9,1%,?
COc1ccc(NC(=O)N2CCN(c3ccc([N+](=O)[O-])cc3)CC2)cc1,-7%,-5,-2%,-14,5%,?
CC12CCCCC1=NC(c1ccc(Br)cc1)N2O (stereo unspecified),6%,-4,20%,13,-5%,-18%
Cc1nc2ccccc2n1Cc1ccc(Cl)cc1,?,-2,?,-1,0%,?
CCCC1=C(C(=O)OCC)C(c2ccco2)n2ncnc2N1 (stereo unspecified),15%,4,2%,12,-6%,21%
CS(=O)(=O)N1CCN(c2ccc(Cl)cc2[N+](=O)[O-])CC1,12%,-2,-9%,-16,2%,?
CC(C)(C)c1ccc(C(=O)NC(=S)NNC(=O)COc2ccccc2)cc1,?,17*,39%[activator],61,.,0%
COc1ccccc1CN1CCCC(CN(CCN(C)C)C(=O)c2ccc(C)cc2)C1 (stereo unspecified),?,1,0%,-5,0%,?
COc1ccc(CCNC(=O)c2cc(C)oc2C)cc1,-12%,8,-8%,23,.,-4%
CCOC(=O)c1sc(=NC(=O)CCSc2ccccc2)n(C)c1C,-7%,17*,30%[activator],17,2%,38%
CNCC/C=C1/c2ccccc2CSc2ccccc21,10µM*,-6,?,-2,0%,?
Cc1cccc(N(CC(=O)NCc2ccco2)C(=O)CCC(=O)Nc2nccs2)c1C,-3%,-2,-25%,12,-5%,?
O=C(NNC(=O)c1ccccc1F)c1ccco1,7%,14,71%[activator],40*,1%,-11%
CCN(CC)S(=O)(=O)c1cccc(C(=O)N/N=C/c2cc(OC)c(O)c(OC)c2)c1,-1%,6,-2%,-4,-6%,i
CC(C)N1C(=O)C2ON(c3ccccc3)C(c3cccs3)C2C1=O (stereo unspecified),7%,-2,8%,15,-3%,70%[activator]
Cc1ccccc1OCC(=O)NC(=S)Nc1ccc2c3c(cccc13)CC2,-8%,-4,.,-3,1%,?
O=C(NCCN1CCNC1=O)C1CCC(=O)N(CCc2ccc(Cl)cc2)C1 (stereo unspecified),-6%,12,29%,11,6%,?
CC(=O)N(c1ccc(Cl)cc1)c1nc(C)cc(C)c1C#N,26%,1,-3%,-4,-1%,7.4µM*
COc1ccc(N(CC(=O)N/N=C(\C)c2cccs2)S(=O)(=O)c2ccccc2)cc1Cl,.,0,?,17,4%,15%
Cn1c(=O)c(=O)n(C)c2cc(S(=O)(=O)N3CCCC3C(=O)Nc3ccccc3F)ccc21 (stereo unspecified),-3%,-3,2%,-6,3%,?
O=C(NC1=NCCS1)c1ccc(C(F)(F)F)cc1,-3%,34*,80%[activator],96*,0%,164%[activator]
Cc1ccc2nc3sc(-c4nnc(-c5ccccc5[N+](=O)[O-])o4)c(N)c3cc2c1,6%,5,33%[activator],17,10%,38%[activator]
Cc1c(NC(=O)C(C)OC(=O)c2cccs2)c(=O)n(-c2ccccc2)n1C (stereo unspecified),1%,-4,5%,-6,-2%,19%
FC(F)(F)c1cccc(CNc2ncccc2-c2nc3cc(Cl)ccc3o2)c1,?,6,58%[activator],-2,-1%,?
COC(CNC(=O)c1ccc(N2CCc3ccccc32)c([N+](=O)[O-])c1)OC,?,1,-5%,-2,-16%,0%
Cn1c(=O)cc(NCCc2ccccc2)[nH]c1=O,?,-1,12%,-10,-2%,10%
CC[C@](C)(CN(C)C)OC(=O)c1ccccc1,.,.,1%[12.8 µM],.,-1%[21.7 µM],?
Cc1cccc(OCCCCc2c(C)n[nH]c2C)c1C,?,-2,-14%,-12,-26%,.
Cc1ccc2cccc(NC(=S)NC(=O)c3ccnn3C)c2n1,?,-2,?,-6,?,?
N#CC(C#N)=C/C(C#N)=C(/N)N1CCN(c2ccc(Cl)cc2)CC1,11%,11,?,11,-3%,?
COCCN(C(=O)Nc1ccccc1)C(C)c1cccnc1 (stereo unspecified),8%,6,.,-1,4%,5.2µM*
Cc1ccc(S(=O)(=O)Nc2ccc(Cl)cn2)cc1,12%,-3,-7%,.,-5%,173%[activator]
O=C(c1ccco1)N1CCN(C(=S)Nc2ccccc2Cl)CC1,-5%,1,12%,-28,.,?
Cc1c(OC(C)C(=O)N2C[C@H]3C[C@@H](C2)c2cccc(=O)n2C3)ccc2c3c(c(=O)oc12)CCCC3 (stereo partly specified),12%,-4,?,-11,3%,?
CCCc1ccc(C(C)NC(=S)NCc2ccc(F)cc2)cc1 (stereo unspecified),-12%,8,?,6,-23%,12µM*
O=S(=O)(Cc1ccccc1)NCC1CCCN(Cc2ccc3nonc3c2)C1 (stereo unspecified),-5%,4,?,-1,1%,8%
CCC1Oc2ccc(C)cc2N(CC(=O)N(Cc2ccc3c(c2)OCO3)CC2CCCO2)C1=O (stereo unspecified),-8%,-2,?,6,1%,-89%
COc1ccc(S(=O)(=O)NCC2CC3C=CC2C3)cc1OC (stereo unspecified),.,-2,0%,-6,.,80%[activator]
Cc1nn(-c2ccc([N+](=O)[O-])cc2)c2c1C(c1cccc(Br)c1)N1C(=N2)C(=O)Nc2ccccc21 (stereo unspecified),-24%,-1,1.3µM*,-4,3%,1µM*
CC1CCN(C(=O)Cn2c(=O)n(CCc3ccccc3)c(=O)c3ccccc32)CC1,9%,-1,-11%,-4,-1%,?
COc1cc(/C=C/C(=O)c2ccc3c(c2)OCO3)cc(OC)c1OC,?,.,-95%,.,.,?
COC(=O)c1ccc(Cn2cnc3c(cnn3-c3ccc(C)c(C)c3)c2=O)o1,?,-3,-3%,-15,-1%,?
CCOc1ccc(S(=O)(=O)NCCCn2ccnc2)cc1,-9%,-3,-1%,-10,-4%,45%[activator]
COc1ccc(NC(=O)CN(c2ccc(F)cc2)S(=O)(=O)c2ccccc2)c(OC)c1,?,-1,0%,-17,-10%,68%[activator]
COc1ccc(N/C=C\C(=O)c2ccc3c(c2)OCO3)cc1OC,8%,67*,62%[activator],24*,1%,4.7µM*
COc1ccc(-n2nc3c(c2NC(=O)C24CC5CC(CC(C5)C2)C4)CS(=O)C3)cc1 (stereo unspecified),-3%,-2,.,-13,-1%,?
CCCc1nnc(SCC(=O)Nc2nnc(CC)s2)n1CC1CCCO1 (stereo unspecified),15%,-5,4%,-7,?,51%[activator]
CCC(=O)Nc1c2c(nn1-c1ccccc1)CSC2,6%,-5,22%,-17,18%,22%

# 7 entries from above, with values under each structure:
# Values run as follows: HCV inhibitor, CHX counter, Pf growth 48h, Shiga toxin inh, FBPA Giardia inh, Pf growth 96h
CCC1Oc2ccc(C)cc2N(CC(=O)N(Cc2ccc3c(c2)OCO3)CC2CCCO2)C1=O (stereo unspecified)
→ -8%, -2, ?, 6, 1%, -89%
CCC(=O)Nc1c2c(nn1-c1ccccc1)CSC2
→ 6%, -5, 22%, -17, 18%, 22%
COc1ccc(N/C=C\C(=O)c2ccc3c(c2)OCO3)cc1OC
→ 8%, 67*, 62%[activator], 24*, 1%, 4.7µM*
Cc1c(OC(C)C(=O)N2C[C@H]3C[C@@H](C2)c2cccc(=O)n2C3)ccc2c3c(c(=O)oc12)CCCC3 (stereo partly specified)
→ 12%, -4, ?, -11, 3%, ?
COc1ccc(NC(=O)CN(c2ccc(F)cc2)S(=O)(=O)c2ccccc2)c(OC)c1
→ ?, -1, 0%, -17, -10%, 68%[activator]
COc1ccc(-n2nc3c(c2NC(=O)C24CC5CC(CC(C5)C2)C4)CS(=O)C3)cc1 (stereo unspecified)
→ -3%, -2, ., -13, -1%, ?
COC(=O)c1ccc(Cn2cnc3c(cnn3-c3ccc(C)c(C)c3)c2=O)o1
→ ?, -3, -3%, -15, -1%, ?

# Next section:
SMILES,HCV inhibitor,CHX counter,Pf growth 48h,Shiga toxin inh,FBPA Giardia inh,Pf growth 96h
COc1cccc(CNC(=O)C2CCN(S(=O)(=O)c3ccc(F)cc3)CC2)c1,-2%,8,7%,-3,8%,-8%
Cc1cc(CNC(=O)C(C)n2nc(C)c([N+](=O)[O-])c2C)c2ccccc2n1 (stereo unspecified),-8%,-4,51%[activator],-23,-1%,81%[activator]
O=C(CSc1ccc(-c2ccccc2)nn1)c1ccccc1,-6%,42*,83%[activator],60*,-7%,68%[activator]
Cc1ccc(C(N)=Nc2ccccc2)cc1,4%,16*,47%[activator],46,1%,70%[activator]
COc1cc(/C=C/C(=O)Nc2cccc(S(=O)(=O)NC3=NCCCCC3)c2)ccc1OCC#N,6.3µM*,.,10µM*,.,.,?
Cc1ccccc1NC(=O)Oc1cccc(OC(=O)c2ccccc2)c1,3%,8,-5%,18,-1%,44%[activator]
COC(=O)c1ccc(C)c(NC(=O)Cc2ccc([N+](=O)[O-])cc2)c1,.,2,26%,15,3%,-1%
O=C(CN1CCN(C(=O)C2CCC2)CC1)Nc1ccc(F)cc1,-4%,.,-17%,.,.,-2%
O=C(C1CC1)N1CCN(c2nc3ccccc3s2)CC1,-4%,33*,220%[activator],132*,3%,1%[5.75 µM]

# No enrichment for hits; about 24% have a hit in one of these screens.
